ERb coact inh – inhibitors of ERβ-SRC1 coactivator interaction, primary screen, biochemical, TR-FRET, ERβ LBD, SRC-1 peptide | Estrogen receptor beta (Homo sapiens), Q92731 | TR-FRET ER-beta LBD / SRC1-Cy5 peptide binding; receptor agonist-loaded with 1 µM estradiol | inhibition, % at 25.6 µM | 1.3% of 86,000 active;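 active means compounds whose percent inhibition of the receptor-coactivator binding signal exceeds about 50% in the single-dose screen, limit read from the data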;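 further: 0% = receptor plus peptide wells without compound and 100% = peptide-only wells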
ERa SRC1 inh – ERα–SRC-1 coactivator interaction inhibitors, primary screen, biochemical, TR-FRET, ERα LBD, estradiol-bound | Estrogen receptor (Homo sapiens), P03372 | TR-FRET ER-alpha LBD / SRC-1 peptide | 1.7% of 86,000 active | inhibition, % at 25.6 µM; in the data active means inhibition above about 50%;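 further: 0% = receptor plus peptide control and 100% = peptide only without receptor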
Target sequence (P03372 whole entry, looked up, the tested form may be a part): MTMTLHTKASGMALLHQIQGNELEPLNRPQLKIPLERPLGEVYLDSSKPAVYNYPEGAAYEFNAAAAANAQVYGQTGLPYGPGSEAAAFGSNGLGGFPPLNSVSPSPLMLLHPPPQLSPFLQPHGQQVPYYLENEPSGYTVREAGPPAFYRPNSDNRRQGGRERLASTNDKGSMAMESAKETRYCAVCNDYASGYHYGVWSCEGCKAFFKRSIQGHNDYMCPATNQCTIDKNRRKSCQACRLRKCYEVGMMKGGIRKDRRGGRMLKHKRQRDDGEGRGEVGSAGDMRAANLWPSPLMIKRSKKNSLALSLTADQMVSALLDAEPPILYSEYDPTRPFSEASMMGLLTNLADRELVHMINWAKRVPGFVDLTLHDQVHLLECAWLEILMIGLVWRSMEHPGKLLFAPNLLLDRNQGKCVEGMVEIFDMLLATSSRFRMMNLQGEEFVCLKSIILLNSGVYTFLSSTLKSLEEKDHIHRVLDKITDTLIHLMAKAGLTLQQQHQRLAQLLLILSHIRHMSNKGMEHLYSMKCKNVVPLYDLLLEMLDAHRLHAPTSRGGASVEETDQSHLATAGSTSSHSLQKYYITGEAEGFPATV
Calb biofilm kill – clotrimazole potentiators killing Candida biofilms, primary screen, with clotrimazole, Alamar Blue | C. albicans biofilm + clotrimazole | inhibition, % at 6 µM | 0.14% of 85,000 active | AID 834, 2007;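 active means inhibition above 20%; inactive means inhibition below 20%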;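 further: preformed 24 hr biofilms exposed to compound for 48 hr; 0% = biofilm without compound and 100% = blank killed by clotrimazole plus chlorhexidine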
H69AR growth 86K – proliferation blockers of H69AR lung cancer cells, primary screen, cell-based, human, 86K library; AID 598, 2007; H69AR lung tumor viability, ATP luminescence, 72 h; stronger effect = lower value; viability, % at 10 µM; 6% of 85,000 active;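 active means viability at or below 40%; inactive means viability above 40%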;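 further: multidrug resistant small cell line overexpressing MRP-1 efflux transporter; 100% = mean luminescence of untreated control wells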
Smad3 inh – Smad3/FoxH1 peptide binding inhibitors, primary screen, biochemical, TR-FRET | TR-FRET Smad3/Dy647-FoxH1 peptide binding, europium anti-His | inhibition, % at 25 µM | 0.29% of 88,000 active | AID 630, 2007;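 active means compounds that reduce the energy-transfer binding signal between the protein and its labelled peptide by more than half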;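 further: 0% = Smad3 plus labelled peptide maximal FRET and 100% = peptide-only background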
Target sequence (P84022 whole entry, looked up): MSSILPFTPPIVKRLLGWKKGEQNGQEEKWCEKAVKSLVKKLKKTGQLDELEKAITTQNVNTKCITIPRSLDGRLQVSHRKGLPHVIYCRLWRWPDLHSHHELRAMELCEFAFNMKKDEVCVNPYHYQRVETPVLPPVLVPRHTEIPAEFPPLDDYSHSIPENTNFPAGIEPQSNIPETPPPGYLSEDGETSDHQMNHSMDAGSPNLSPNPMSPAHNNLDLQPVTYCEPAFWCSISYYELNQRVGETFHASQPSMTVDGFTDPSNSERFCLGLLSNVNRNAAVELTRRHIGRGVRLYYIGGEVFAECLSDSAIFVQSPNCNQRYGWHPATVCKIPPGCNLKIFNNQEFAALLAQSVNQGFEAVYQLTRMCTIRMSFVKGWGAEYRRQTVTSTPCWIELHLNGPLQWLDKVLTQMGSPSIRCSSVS
ERa SRC1 pot – enhancers of ERα–SRC-1 coactivator binding, primary screen, biochemical, TR-FRET, ERα LBD, low estradiol; coactivator binding (% of control), % at 25.6 µM; Estrogen receptor (Homo sapiens), P03372; TR-FRET ERalpha-LBD/SRC-Cy5 coactivator binding, 2 h; 100 = basal binding, no effect; AID 639, 2007; 1.3% of 86,000 active; in the data active means activity above about 200%;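 further: binding measured in presence of low estradiol as agonist stimulus; 0% = peptide alone without receptor and 100% = receptor with peptide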
Fibroblast inh – antiproliferative effect on LL 47 fibroblasts – human, LL 47 cells, CellTiter-Glo luminescence, primary screen | LL 47 human lung fibroblast viability, ATP luminescence; stronger effect = lower value | viability, % at 10 µM | AID 719, 2007 | 1.1% of 85,000 active;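 active means viability at or below 50% in the single dose screen; inactive means viability above 50%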;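 further: compound exposure lasted 72 h before the ATP readout; 100% = median luminescence of untreated cell-only wells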
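Times – overnight cell rest, 72 h compound treatment at 37 °C · Test system – human lung fibroblast line LL 47, low passage · Amount – 1,150 cells in each well · Controls – cell-only wells, no compound · Doses – 0.1% DMSO in all compound wells · Measured by – CellTiter-Glo luminescence · Buffer or medium – IMEM plus 15% FBS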
HUVEC inhibit – inhibitors of HUVEC proliferation, primary screen, cell-based, 384-well | CellTiter-Glo luminescence, 72 h; stronger effect = lower value | viability, % at 10 µM (by protocol) | 1.1% of 86,000 active;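 active means viability at or below 30%; inactive means viability above 30%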;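 further: 100% = median luminescence of DMSO-only cell control wells on each plate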
sEH act – soluble epoxide hydrolase activators, primary screen, biochemical, human sEH | purified human sEH enzymatic activity, activator screen | activation, % at 2 µM | 0.04% of 91,000 active | AID 717, 2007; in the data active means activation above about 37%; further: values of inactives mirror those of a sister screen read the other way
* = called active by the depositor; . = no result given; [ ] = another dose, or the depositor's remark. The list is partial; count on the stated rates, not on these rows.

SMILES	ERb coact inh	ERa SRC1 inh	Calb biofilm kill	H69AR growth 86K	Smad3 inh	ERa SRC1 pot	Fibroblast inh	HUVEC inhibit	sEH act
O=C(COc1ncnc2scc(-c3ccc(Cl)cc3)c12)NCc1ccco1	26	13	4	76	-8	59	89	83	13
CCCCCCNC(=O)Nc1ccccc1	-1	9[fluorescence artefact?]	7	85	5	109	94	92	-71
O=C(CSc1nnc(-c2ccco2)n1Cc1ccccc1)NCc1ccccc1	5	-3	-1	90	4	104	96	96	-1
CN(C)CCCNc1ncnc2c1cnn2-c1ccccc1	-12	-8	5	99	-1	144	99	91	-3
O=c1c2ccccc2nnn1CSc1nc2cc(Cl)ccc2c(=O)n1Cc1ccco1	-1	-5	3	28*	4	96	61	55	7
COc1ccc(-c2nnc(SCC(=O)N(Cc3ccccc3)C(C)(C)C)o2)cc1OC	-12	-6	0	77	10	113	95	88	2
CN(C)C(=O)CSc1nnc(CCN)o1	-6	-5	1	85	-4	122[fluorescence artefact?]	96	94	0
COc1cc(CN2CCC(C(=O)N3CCCC(C)C3)CC2)cc(OC)c1O (stereo not drawn)	-6	-11	5	92	8	96	98	94	2
COc1cc(CNc2ccc(C)c(C)c2)cc(OC)c1OC	-1	-9	6	19*	-5	121	.	56	.
CC1=CC(C)(C)N2C(=O)C3(N=C(N)NC(Nc4ccccc4)=N3)c3cc(C)cc1c32 (stereo not drawn)	-10	0	8	81	10	98	79	82	3
CCN(CC)S(=O)(=O)c1ccc(NC(=O)CSc2nnc(-c3ccc(F)cc3)o2)cc1	-1	-2	8	54	7	151	104	94	-9
O=c1c(-c2ccnn2-c2ccc(F)cc2)cnc2n1CCS2	-2[fluorescence artefact?]	4[fluorescence artefact?]	6	86	11	110	92	83	-1
NC(=O)c1sc2nc3c(c(-c4ccco4)c2c1N)CCC3	54*[fluorescence artefact?]	20[fluorescence artefact?]	.	86	10	48[fluorescence artefact?]	95	95	-5
COCC(=O)N(Cc1cc2cc(OC)ccc2[nH]c1=O)c1ccccc1OC	-10[fluorescence artefact?]	7[fluorescence artefact?]	-1	101	10	102	104	92	.
C=CCn1c(=O)c(C(=O)Nc2ccccc2C(=O)OCC)c(O)c2ccccc21	23	15[fluorescence artefact?]	8	90	11	98[fluorescence artefact?]	91	108	1
CCn1cc(C(=O)N2CCc3ccccc3C2)c(=O)c2cc(S(=O)(=O)N3CCCCC3)ccc21	.	.	-2	78	.	.	110	90	.
CNS(=O)(=O)c1ccc(OC)c(-c2nnc3c4ccccc4c(C)nn23)c1	-7	-20	8	76	-11	113	95	93	2
O=C(Cn1cc2c(n1)CCCC2)N1CCc2ccccc21	-6	10	11	77	7	106	91	83	.
COc1ccc(-c2nn(-c3ccccc3)cc2C(=O)n2nnc3ccccc32)cc1	7	5	5	23*	-5	140	99	77	8
COc1ccc(C(=O)NCc2nc3ccccc3[nH]2)cc1OC	-12	-2[fluorescence artefact?]	-1	85	-8	143[fluorescence artefact?]	97	90	-14
O=C1c2oc3ccccc3c(=O)c2C(c2cccc(O)c2)N1CCCN1CCOCC1 (stereo not drawn)	5	-1	4	99	-5	135	95	101	4
Cn1c(=O)c2c(nc(Sc3nc4ccccc4n3CC(=O)N3CCCCC3)n2C)n(C)c1=O	-9	-1	3	94	6	104	97	99	.
CCCCc1ccc(NC(=O)OC)cc1	19	-11	-1	63	9	531*[fluorescence artefact?]	96	107	.
CCOc1ccc(CCn2c(-c3ccco3)nc3ccccc3c2=O)cc1OCC	-13	-7	3	32*	21	100	78	57	10
Nc1nncn1C(=O)c1ccccc1Cl	0	3	2	90	-2	113	97	88	-8
Next section.
SMILES	ERb coact inh	ERa SRC1 inh	Calb biofilm kill	H69AR growth 86K	Smad3 inh	ERa SRC1 pot	Fibroblast inh	HUVEC inhibit	sEH act
Cc1cccc(OCC(=O)Nc2ccc(N3CCN(S(C)(=O)=O)CC3)cc2)c1	2	12[fluorescence artefact?]	-10	86	-4	108[fluorescence artefact?]	96	87	-13
CCN(CC)CC(=O)c1c[nH]c2ccccc12	-14	-15	-1	82	4	90	98	83	.
O=C(CSc1nnc2c(n1)[nH]c1ccc(F)cc12)OCc1ccccc1	-9	-3	4	55	6	122	90	71	4
CCCCc1nnc(SCc2ccc(OCC)cc2)n1N	3	4[fluorescence artefact?]	-3	93	-3	86	108	115	.
O=C(NCC(=O)N(Cc1cccs1)C(C(=O)NC1CCCCC1)c1ccco1)c1cccs1 (stereo not drawn)	6	-1[fluorescence artefact?]	10	82	1	105	100	84	6
CCCc1nc(SC2CCCC2)c2c(=O)n(C)c(=O)n(C)c2n1	3	-2	6	88	-1	101	90	66	-2
CCN1CCN(CC(=O)Nc2ccc(Cl)c(Cl)c2)C(=O)C1=O	23	24	15	94	0	94	99	85	17
N#C/C(=C/c1ccc(Br)o1)C(N)=O	1	0	3	33*	5	167	96	87	-6
NC(=O)NC1CCCc2c1[nH]c1ccc(Cl)cc21 (stereo not drawn)	-7	-4	3	91	-5	111	94	65	.
OCC(CO)(CO)n1cnnn1	-7	-6	5	99	-2	120	98	93	3
Cc1ccc(-c2nnc(CSc3nnc(COc4ccccc4)n3-c3ccc(C)cc3)o2)cc1	-5	0	3	52	3	96	94	80	-6
CCCCN(C)C/C(O)=C(\C#N)c1nc(-c2ccccc2)cs1	-3	0	2	39*	25	105	96	82	11
CCCCn1nnnc1SCC(=O)NCc1ccco1	1	1	1	91	2	125	104	100	-20
CCOC(=O)C1=C(C)N=C2SCCC(=O)N2C1c1sccc1C (stereo not drawn)	-1[fluorescence artefact?]	8	5	100	21	101	90	89	-13
Cc1cc(NC(=O)CSc2nc3ccccc3n2CC(=O)N2CCC(C)CC2)no1	-25[fluorescence artefact?]	-17	3	49	8	101	86	95	8
CSc1nnc(COc2ccc(C)cc2)n1N	14	16	10	98	-3	94	93	88	-4
O=C(O)c1ccc(CS(=O)(=O)c2cccc(C(F)(F)F)c2)o1	2	2	6	103	4	95	100	116	.
O=C1c2ccccc2C(=O)N1CCc1nc2ccccc2c(=O)n1-c1ccccn1	-3	-3[fluorescence artefact?]	5	94	0	95	95	101	21
CCN1C(=O)c2cccc3c(S(=O)(=O)NCc4cccnc4)ccc1c23	8[fluorescence artefact?]	9[fluorescence artefact?]	3	97	3	102	87	84	-14
O=c1c2ccccc2nc2ccc(NCc3ccco3)nn12	47[fluorescence artefact?]	36[fluorescence artefact?]	8	39*	4	68[fluorescence artefact?]	88	85	18
O=C(c1ccco1)N1CCN(C(c2ccccc2Cl)c2nnnn2CC2CCCO2)CC1 (stereo not drawn)	1	-4	8	91	4	101	101	95	0
O=C(CN1CCN(S(=O)(=O)c2ccc(Br)cc2)CC1)Nc1ccc2c(c1)OCCO2	2	-2	8	17*	5	91	98	88	.
Cc1ccc(-n2nc3ccc(NC(=O)c4ccco4)cc3n2)cc1	47[fluorescence artefact?]	71*[fluorescence artefact?]	2	95	1	196	110	99	-5
CCCCCCCNC(=O)COc1ccc2c(c1)C(=O)CC(C)(C)O2	-7	6	6	99	8	98	112	124	-22
COc1ccc(OC)c(NC(=O)C(CC(=O)O)Cc2ccc(Cl)cc2)c1 (stereo not drawn)	-12	-8	-1	90	-1	106	101	89	7

An excerpt of these results, in markdown.
| compound | ERb coact inh | ERa SRC1 inh | Calb biofilm kill | H69AR growth 86K | Smad3 inh | ERa SRC1 pot | Fibroblast inh | HUVEC inhibit | sEH act |
| --- | --- | --- | --- | --- | --- | --- | --- | --- | --- |
| CCCCc1nnc(SCc2ccc(OCC)cc2)n1N | 3 | 4[fluorescence artefact?] | -3 | 93 | -3 | 86 | 108 | 115 | . |
| O=C(NCC(=O)N(Cc1cccs1)C(C(=O)NC1CCCCC1)c1ccco1)c1cccs1 (stereo not drawn) | 6 | -1[fluorescence artefact?] | 10 | 82 | 1 | 105 | 100 | 84 | 6 |
| CCCc1nc(SC2CCCC2)c2c(=O)n(C)c(=O)n(C)c2n1 | 3 | -2 | 6 | 88 | -1 | 101 | 90 | 66 | -2 |
| CCN1CCN(CC(=O)Nc2ccc(Cl)c(Cl)c2)C(=O)C1=O | 23 | 24 | 15 | 94 | 0 | 94 | 99 | 85 | 17 |

(continued)
SMILES	ERb coact inh	ERa SRC1 inh	Calb biofilm kill	H69AR growth 86K	Smad3 inh	ERa SRC1 pot	Fibroblast inh	HUVEC inhibit	sEH act
COc1ccc(C(=O)CSc2nnc(-c3cccnc3)n2Cc2ccco2)cc1	7[fluorescence artefact?]	17	-6	.	9	104	97	87	13
Cc1ccc(S(=O)(=O)NC2CCOC(C)(C)C2)cc1 (stereo not drawn)	2	2	10	71	-1	109	103	89	-5
CCn1ncc(CNC(=O)CCCSc2nc(-c3ccco3)cc(C(F)(F)F)n2)c1C	-12	-14	0	62	-4	102	108	84	-76
CCCCNc1nc(-c2ccccc2)nc(-n2ccnc2)n1	-12	-9	2	79	11	109	87	86	9
COc1cccc(CNn2cnnc2)c1OCc1ccccc1F	-1	-17	1	95	-8	112	107	96	-7
O=C(N1CCCC1)C12CC3CC(CC(C3)C1)C2	-7	-3	6	102	-2	127[fluorescence artefact?]	108	105	4
Cc1ccc(N(CC(=O)NCc2ccco2)S(=O)(=O)c2ccccc2)cc1	10[fluorescence artefact?]	0[fluorescence artefact?]	-1	88	-7	74	98	108	.
Cc1ccc(S(=O)(=O)Nc2ccccc2CNc2c(C)n(C)n(-c3ccccc3)c2=O)cc1	-8	1	1	89	4	95	99	91	3
COc1ccc(C(=O)c2oc3nc(C)cc(C)c3c2N)cc1	1	-5[fluorescence artefact?]	-7	75	-1	100[fluorescence artefact?]	96	81	.
COC(=O)Cc1c(C)nc2nc[nH]n2c1=O	-4	-2	1	96	16[fluorescence artefact?]	102[fluorescence artefact?]	98	96	4
CCn1c(-c2ccc(-c3ccccc3)cc2)c[nH]c1=S	-9	-2	2	86	-8	178	112	101	-9
O=C(NCc1ccc2c(c1)OCO2)c1nnc(Cc2ccc(F)cc2)o1	-13	-6	4	102	1	116	108	103	.
CCN(CC)C(=O)CSc1nc2ncc(Br)cc2[nH]1	-6	26	-3	92	9	74[fluorescence artefact?]	116	112	5
Cc1c(NC(=O)C(C)OC(=O)C(NC(=O)c2ccco2)C(C)C)c(=O)n(-c2ccccc2)n1C (stereo not drawn)	6	-11	15	90	9	108	92	96	1
CCOc1ccc(N2CC(C(=O)OC)CC2=O)cc1 (stereo not drawn)	-6	-3	-3	107	-12	101	105	102	-5
CCOc1ccc(C(=O)OCc2nnc(-c3cccs3)o2)cc1OC	13	-4	8	87	-5	89	104	96	-11
COc1ccc(NC(=O)Nc2cccc3cccnc23)cc1	1	7	0	63	-5	109	95	86	.
Cc1cc(NC(=O)CCC(=O)N(CC(=O)NCC2CCCO2)Cc2ccc(F)cc2)no1 (stereo not drawn)	-6	-7	5	97	4	122[fluorescence artefact?]	105	95	5
CC(C)(C)NC(=O)C(c1ccncc1)N(Cc1cccs1)C(=O)Cn1nnc(-c2cccs2)n1 (stereo not drawn)	14	11	0	81	-3	122	85	102	2
COc1ccc(C2C=C(c3ccccc3)Nc3nnnn32)cc1 (stereo not drawn)	-1	-6	9	97	-11	111[fluorescence artefact?]	96	108	4
CCN(CC)CCCCCOc1ccccc1OC	0	0	7	96	10	132	103	92	3
Cc1nn(C)c(C)c1CNC(=O)c1cnn2c1NC(c1ccccc1)CC2C(F)(F)F (stereo not drawn)	-4[fluorescence artefact?]	-3	5	90	8	112	95	102	2
